High-throughput results deposited in PubChem by several laboratories.
SMARCA2 activ: SMARCA2 function activation, primary screen. activation, % at 9.1 µM. MG213 cells, MMTV-luciferase reporter, dexamethasone, overnight. hit rate 1% among 370,000; in the data active = activation above about 7.8%;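 note: 0% = vehicle wells and 100% = reference activator wells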
ssDAF12 agonist: activators of S. stercoralis DAF-12 nuclear receptor | HEK293 ssDAF-12/GRIP1 lit1-tk-luc reporter, luminescence; % of 3 µM dafachronic acid response | activation, % at 6.8 µM | hit rate 1% among 370,000 | AID 652126;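 active = activation above the mean over all tested compounds plus 3 SD, cut at about 0.9% in these data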;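 note: 0% = DMSO-only wells and 100% = 3 µM delta7-dafachronic acid wells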
hcDAF12 agonist: activators of H. contortus DAF-12 nuclear receptor; HEK293 hcDAF-12 lit1-tk-luc reporter, luminescence; 0% DMSO, 100% Δ7-dafachronic acid; activation, % at 6.8 µM; hit rate 1.4% among 370,000; AID 652067;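 active = activation above the mean of all tested compounds plus 3 SD, cut at about 5.5% in these data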;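 note: 100% = response to 3 µM Δ7-dafachronic acid high control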
PLCb3 inh: PLC-beta3 (human) inhibition, primary screen; Q01970; Purified PLC-beta3, fluorogenic substrate, fluorescence; inhibition, % at 12.2 µM; hit rate 0.18% among 370,000; in the data active = inhibition above about 11%;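 note: 0% = median of compound wells on plate and 100% = full blocker control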
FXN GAA850 act: activators of GAA850 frataxin (FXN) promoter; hit rate 0.56% among 360,000; activation, % at 6 µM; AID 540364; HEK293 lucGAA850 FXN promoter luciferase reporter, 24 h; percent of 10 µM SAHA response;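 active = activation above the average of all compounds screened plus 3 SD, cutoff fixed separately per campaign, cut at about 7.5% in these data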;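 note: 0% = DMSO wells and 100% = 10 µM SAHA wells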
HGIII-sPLA2 inh: Blocks human group III sPLA2 activity. QFRET BODIPY PC-A2 liposome hydrolysis, fluorescence. inhibition, % at 12.2 µM. Q9NZ20. hit rate 0.56% among 370,000;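 active = inhibition above mean plus 3 SD of compounds lying within the high and low control bounds, cut at about 19% in these data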;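 note: 0% = median of test compound wells and 100% = no enzyme DMSO wells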
Target sequence (Q9NZ20 whole entry, looked up): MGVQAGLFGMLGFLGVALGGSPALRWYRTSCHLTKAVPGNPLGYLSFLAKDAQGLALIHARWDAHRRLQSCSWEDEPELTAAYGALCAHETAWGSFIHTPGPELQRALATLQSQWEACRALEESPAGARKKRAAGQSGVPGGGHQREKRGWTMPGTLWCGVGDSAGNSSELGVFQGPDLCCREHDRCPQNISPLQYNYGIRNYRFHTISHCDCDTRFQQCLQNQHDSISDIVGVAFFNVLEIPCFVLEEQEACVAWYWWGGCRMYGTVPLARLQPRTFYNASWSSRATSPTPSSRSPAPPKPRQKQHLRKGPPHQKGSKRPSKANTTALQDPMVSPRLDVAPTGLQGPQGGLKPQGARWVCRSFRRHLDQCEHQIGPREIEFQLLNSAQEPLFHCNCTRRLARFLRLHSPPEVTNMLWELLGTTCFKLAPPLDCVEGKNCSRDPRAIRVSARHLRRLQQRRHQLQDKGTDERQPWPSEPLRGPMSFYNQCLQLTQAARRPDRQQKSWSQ
Rev-erbA mod: modulates human Rev-erb alpha binding to DNA; AID 1259318; hit rate 0.79% among 370,000; activity, % at 10 µM; Rev-erbα–FITC-DNA binding, fluorescence polarization, 90 min; P20393;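 active = activity above about 14%, limit read from the data; passing the limit was not always enough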;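 note: 0% = DMSO wells with 35 nM protein and 100% = DMSO wells with 750 nM protein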
Target sequence (P20393 whole entry, looked up): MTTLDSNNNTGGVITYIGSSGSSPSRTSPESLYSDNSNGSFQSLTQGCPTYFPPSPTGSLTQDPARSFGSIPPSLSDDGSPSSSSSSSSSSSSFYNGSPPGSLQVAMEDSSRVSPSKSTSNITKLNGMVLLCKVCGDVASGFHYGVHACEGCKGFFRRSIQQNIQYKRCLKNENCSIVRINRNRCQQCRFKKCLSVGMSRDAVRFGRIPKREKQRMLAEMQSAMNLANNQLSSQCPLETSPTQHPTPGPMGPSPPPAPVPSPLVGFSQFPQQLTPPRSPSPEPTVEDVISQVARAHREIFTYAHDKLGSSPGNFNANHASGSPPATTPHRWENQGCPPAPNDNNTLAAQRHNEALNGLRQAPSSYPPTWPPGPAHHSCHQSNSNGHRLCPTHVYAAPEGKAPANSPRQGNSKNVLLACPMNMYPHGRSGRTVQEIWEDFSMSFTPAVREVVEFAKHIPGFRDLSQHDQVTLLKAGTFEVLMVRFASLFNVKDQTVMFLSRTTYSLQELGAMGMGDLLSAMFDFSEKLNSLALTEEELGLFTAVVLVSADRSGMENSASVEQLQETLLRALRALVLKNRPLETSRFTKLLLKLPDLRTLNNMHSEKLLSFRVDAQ
DAX1 inh-1: DAX1 (NR0B1) inhibition, primary screen; HEK293T StAR-luciferase reporter, SF-1/DAX-1 repression relief; inhibition, % at 6.8 µM; hit rate 1.1% among 370,000; AID 652010;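 active = inhibition above the mean over all tested compounds plus 3 SD, cut at about 3.6% in these data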;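 note: 0% = DAX-1 cells with DMSO and 100% = cells lacking DAX-1 with DMSO; higher inhibition means more luminescence from relief of DAX-1 repression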
DAX1 inh-2: inhibitors of human orphan nuclear receptor DAX1 (NR0B1) | inhibition, % at 6.75 µM | P51843 | HEK293 Gal4-DAX1 luciferase reporter, luminescence | AID 504766 | hit rate 0.99% among 340,000;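 active = inhibition above the mean over all tested compounds plus 3 SD, cut at about 4.2% in these data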;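 note: 0% = DAX1-transfected cells with DMSO and 100% = empty-vector control cells with DMSO; inhibition shows as a rise in luminescence from relieved DAX1 repression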
hgDAF12 agonist: hgDAF-12 agonism, primary luciferase screen | activation, % at 6.8 µM | hit rate 1.8% among 370,000 | HEK293 GAL4-hgDAF12 UAS-luciferase reporter, agonist luminescence; normalized to butyrate control;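 active = activation above a cutoff set at the mean of all screened compounds plus 3 SD, cut at about 10% in these data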;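 note: 0% = DMSO wells and 100% = sodium butyrate wells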
PG9 Ab binder: binds the HIV-1 gp120 antibody PG9 | TR-FRET gp120-PG9 antibody binding | inhibition, % at 6.7 µM | AID 624416 | hit rate 0.43% among 360,000; in the data active = inhibition above about 8.5%
* marks the source's active call; other numbers are inactive results; i = inactive; / = no result given. These rows are one share of the data, so the mix of outcomes need not match the whole.

Below each SMILES – SMARCA2 activ, ssDAF12 agonist, hcDAF12 agonist, PLCb3 inh, FXN GAA850 act, HGIII-sPLA2 inh, Rev-erbA mod, DAX1 inh-1, DAX1 inh-2, hgDAF12 agonist, PG9 Ab binder
#1 CCC(=NC1CC1)c1c(O)n(-c2ccc(OC)cc2)c(=O)[nH]c1=O
  -1, -1.2, -1.2, 1, 1.3, -2, 7, -0.2, 0.6, -1.1, -0.5
#2 CN1CCN(c2nc3ccccc3o2)CC1
  -1, -1.2, -0.2, -1, 1.5, -7, 5, -0.3, 1.6, 0.3, -1.5
#3 CCOC(=O)[C@]12Cc3ccccc3[C@H]1N(C(C)C)C(=O)c1cc(OC)ccc12
  4, -1.3, 0.2, 1, /, 5, 2, 7.0*, /, -3.6, -0.9
#4 Cc1ccc(S(=O)(=O)c2nc(-c3ccccc3Cl)oc2N(C)C2CCN(C)CC2)cc1
  -2, -1.1, -1.9, -15, -0.1, -13, -3, -1.3, 0.2, -0.8, 1.4
#5 Cn1ccnc1P(=S)(c1nccn1C)N1CCOCC1
  -4, -1.7, -1.2, 1, 2.4, 5, -2, 0.5, 1.4, -1.4, 1.3
#6 Cc1ccccc1CCC[C@H](CC1CCCCC1)CN(C)C(=O)Oc1ccccc1
  -4, -0.4, -1.9, 2, /, 6, 4, -0.6, /, 2.3, /
#7 Cc1ccc(OCCSC2=NN2c2cc(C)nc(N)n2)cc1
  -1, -1.4, -0.9, -3, -1.0, 1, -1, 0.0, -0.4, -3.0, 0.7
#8 Cc1ccsc1C(=O)C1CCCN(Cc2cccn2-c2ccccn2)C1 (configuration not stated)
  -4, -0.6, 0.5, -9, -0.8, 0, -4, -0.8, -1.0, 0.0, -1.4
#9 COC(=O)C1=C(c2ccc(F)cc2OCc2ccccc2)C[C@@H]2CC[C@H]1N2C(=O)NCc1cccc(F)c1
  -1, -1.5, -1.6, 0, -4.8, -14, 2, -0.1, 0.7, 2.9, 0.6
#10 COc1ccccc1CCNCc1cc2c(cc1[N+](=O)[O-])OCO2
  0, 0.9*, 8.4*, -16, 1.4, -6, 1, 0.1, 0.7, 1.3, -0.2
#11 CC(CO)(CO)N=Cc1c(O)n(-c2cccc3ccccc23)c(=O)[nH]c1=O
  -3, -1.0, 0.8, -3, 0.6, 9, 0, -0.2, 2.2, -0.8, 1.1
#12 COC(=O)C1=C(c2ccc3ccccc3c2)C[C@@H]2CC[C@H]1N2C(=O)N1CCCCC1
  -1, -2.2, -3.6, 3, -1.5, -1, -3, -1.9, -1.9, -2.0, -0.4
#13 CCc1ccc2c(CN3CC=C(c4ccccc4)CC3)cc(=O)oc2c1
  -4, -1.3, 1.6, -12, 2.1, 0, 0, 0.3, 1.6, -4.4, -0.3
#14 O=S1(=O)N(CCN2CC=C(c3c[nH]c4cc(F)ccc34)CC2)c2cccc3c2N1CCC3
  -6, 0.2, 0.2, -40, -0.5, -14, 0, -0.9, -0.3, -2.6, -0.2
#15 COC(=O)C1=C(c2ccc(OC)c(OC)c2)C[C@@H]2CC[C@H]1N2C(=O)NCc1cccc2ccccc12
  0, -1.8, -0.8, 1, -8.3, 0, -4, -0.1, -0.6, -0.6, 0.7
#16 O=c1c2ccccc2nc(-c2ccco2)n1-c1cccnc1
  2, -1.4, -1.3, 1, -1.3, 7, -1, -0.3, 1.4, -0.2, -1.8
#17 C[C@]12CC[C@H](O)C[C@@H]1CC[C@@H]1[C@@H]2CC[C@]2(C)C(=O)CC[C@@H]12
  0, -1.3, -2.1, -3, 1.2, -1, 0, -0.2, 0.4, 0.8, -1.9
#18 CCCCCCn1c(O)c(C=NCCCn2ccnc2)c(=O)[nH]c1=O
  0, -1.4, -1.6, -1, -0.2, -2, 0, -0.4, -0.3, -0.1, -0.4
#19 COc1ccc(N=Cc2c(O)n(CC3CCCO3)c(=O)[nH]c2=O)cc1 (configuration not stated)
  2, -0.6, 0.0, -3, -0.7, 1, 0, 0.4, -0.9, -0.5, -1.1
#20 CCOC(=O)c1cc2c(cn1)[C@H](CCO)NC2
  -2, -0.8, 0.0, -1, 0.1, 3, -2, 1.4, -0.6, 0.5, -1.4
#21 CN1C(=O)C(=Cc2cn(CC(=O)N3CCCC3)c3ccccc23)C(=O)N(C)C1=O
  -4, -0.3, 5.0, -7, 0.9, 11, -1, 0.3, -0.7, 1.2, 0.5
#22 CN1C(=O)C(=Cc2ccccc2OCc2ccccc2Cl)C(=O)N(C)C1=O
  -3, -1.4, -2.5, 1, 3.4, 3, 2, -0.6, -2.1, -1.9, -1.6
#23 CC(=NCCc1ccccc1)c1c(O)n(C)c(=O)n(C)c1=O
  -7, -0.6, -0.7, 5, -0.6, 1, -5, -0.3, 3.9, -2.4, -3.2
#24 CCCC(C)C1(CC)C(=O)NC(=Nc2ccc(F)cc2)NC1=O (configuration not stated)
  -2, -0.8, -1.0, 0, 0.9, -2, -2, -0.5, 0.8, 0.5, -0.8
#25 Cc1ccc2nc3c(cc2c1)CC1(C(=O)N(C)C(=O)N(C)C1=O)C1COCCN31 (configuration not stated)
  -3, -1.6, 3.6, -41, 4.4, 2, 0, -0.4, -0.5, 1.1, -2.1
#26 CC1CCC(C(C)C)C(OP(N)(=O)c2ccccc2)C1 (configuration not stated)
  4, -1.7, -2.3, 2, -0.1, 2, -4, -0.6, 1.0, -1.4, -3.0
#27 c1ccc(CNCCc2c[nH]c3ccccc23)cc1
  -2, 0.4, 2.5, -3, 1.0, 3, 0, -0.1, 1.4, 1.7, 1.0
#28 COc1ccc(CN2CCN(C(=O)Cc3ccccc3)CC2)c(OC)c1
  -1, -1.5, -1.4, 5, 1.0, -2, 5, 0.0, 0.8, -2.1, 0.8
#29 Cc1ccc(OC(F)F)c(N2C(=O)C3C4CCC(O4)C3C2=O)c1 (configuration not stated)
  -3, -1.1, -2.9, -6, 0.0, 3, 0, 0.2, 0.6, 1.6, -0.1
#30 COc1ccc2c(c1)[C@]13CCCCC1C(C2)N(C)CC3 (some centres not stated)
  2, -1.1, -0.8, 2, 1.3, 11, -7, 0.1, 0.8, 1.0, 1.8

Another view of four compounds above.
(18) CCCCCCn1c(O)c(C=NCCCn2ccnc2)c(=O)[nH]c1=O
  SMARCA2 activ = 0
  ssDAF12 agonist = -1.4
  hcDAF12 agonist = -1.6
  PLCb3 inh = -1
  FXN GAA850 act = -0.2
  HGIII-sPLA2 inh = -2
  Rev-erbA mod = 0
  DAX1 inh-1 = -0.4
  DAX1 inh-2 = -0.3
  hgDAF12 agonist = -0.1
  PG9 Ab binder = -0.4

(27) c1ccc(CNCCc2c[nH]c3ccccc23)cc1
  SMARCA2 activ = -2
  ssDAF12 agonist = 0.4
  hcDAF12 agonist = 2.5
  PLCb3 inh = -3
  FXN GAA850 act = 1.0
  HGIII-sPLA2 inh = 3
  Rev-erbA mod = 0
  DAX1 inh-1 = -0.1
  DAX1 inh-2 = 1.4
  hgDAF12 agonist = 1.7
  PG9 Ab binder = 1.0

(29) Cc1ccc(OC(F)F)c(N2C(=O)C3C4CCC(O4)C3C2=O)c1 (configuration not stated)
  SMARCA2 activ = -3
  ssDAF12 agonist = -1.1
  hcDAF12 agonist = -2.9
  PLCb3 inh = -6
  FXN GAA850 act = 0.0
  HGIII-sPLA2 inh = 3
  Rev-erbA mod = 0
  DAX1 inh-1 = 0.2
  DAX1 inh-2 = 0.6
  hgDAF12 agonist = 1.6
  PG9 Ab binder = -0.1

(20) CCOC(=O)c1cc2c(cn1)[C@H](CCO)NC2
  SMARCA2 activ = -2
  ssDAF12 agonist = -0.8
  hcDAF12 agonist = 0.0
  PLCb3 inh = -1
  FXN GAA850 act = 0.1
  HGIII-sPLA2 inh = 3
  Rev-erbA mod = -2
  DAX1 inh-1 = 1.4
  DAX1 inh-2 = -0.6
  hgDAF12 agonist = 0.5
  PG9 Ab binder = -1.4

Next section.
Below each SMILES – SMARCA2 activ, ssDAF12 agonist, hcDAF12 agonist, PLCb3 inh, FXN GAA850 act, HGIII-sPLA2 inh, Rev-erbA mod, DAX1 inh-1, DAX1 inh-2, hgDAF12 agonist, PG9 Ab binder
#31 CCOC(=O)[C@]12Cc3cc(Cl)ccc3[C@H]1N(Cc1ccccc1)C(=O)c1ccccc12
  -1, -1.0, -1.1, 0, -3.8, -8, -1, 0.2, 0.0, 0.4, -2.5
#32 C=CCNC(=O)c1c(N)n(CCN2CCOCC2)c2nc3ccccc3nc12
  0, -0.3, 3.8, i, -0.4, 5, -6, -0.8, -0.3, 3.9, -0.9
#33 O=c1[nH]c(=S)[nH]c(O)c1N=Nc1ccc(S(=O)(=O)N2CCc3ccccc32)cc1
  14*, -1.4, 0.6, 10, 1.8, 16, 5, -1.9, -1.7, -9.1, -9.0
#34 CC(C)c1ccc(C(c2c(O)c3ccccc3oc2=O)c2c(O)c3ccccc3oc2=O)cc1
  -6, -1.1, 3.2, -30, -1.0, -43, -7, 0.6, 1.3, 0.3, -2.4
#35 CCOC(=O)C(c1c(O)c2ccccc2oc1=O)c1c(O)c2ccccc2oc1=O
  -2, -1.2, 1.0, -9, 1.1, -9, 7, 1.1, /, 3.4, 0.9
#36 O=c1c2ccccc2nc(-c2ccccc2)n1-c1ccncc1
  0, -1.7, -1.9, -4, 0.0, -1, -2, 0.2, -0.3, -3.0, -1.0
#37 O=C(NCCN1CCC2(CC1)C(=O)NCN2c1ccccc1)c1ccc(Cl)cc1
  6, -1.2, -0.9, 2, /, 2, -8, -0.4, /, -0.1, -0.2
#38 CC1CC2CC(=O)CCC2(C)C2CCC3(C)C(O)CCC3C12 (configuration not stated)
  0, -1.0, 1.4, 4, 3.7, -2, 6, -0.5, -0.1, -1.1, 1.2
#39 Nc1cccc(SC2CC(=O)N(c3ccc(Cl)cc3C(=O)c3ccccc3)C2=O)c1 (configuration not stated)
  -5, -0.6, 0.9, 2, -3.7, 1, -4, -0.5, 0.1, -2.6, 3.4
#40 O=C(NCCN1CCOCC1)c1ccc(Cl)nc1
  -5, -1.0, -1.5, -6, 0.1, 11, -3, 0.6, 0.4, 0.4, 1.3
#41 CC(C)CCP(=O)(O)c1ccccc1
  0, -1.2, -0.7, 4, -0.1, 7, -3, -0.4, 0.6, -0.2, 1.0
#42 Cc1ccccc1-n1c(CNc2ccccc2)nc2ccccc2c1=O
  -1, -1.2, 2.5, -8, -0.2, 0, 6, 0.5, /, -1.4, 0.3
#43 CCOC(=O)C1=C(N)Oc2c(c(=O)oc3ccccc23)C12C(=O)N(C)c1ccccc12 (configuration not stated)
  3, -0.4, -0.4, 0, -1.8, 4, 0, -0.4, 0.6, 1.9, 0.7
#44 CC(C)Nc1ccc(Nc2ccccc2)cc1
  -6, -1.2, -1.3, -18, -0.2, 16, 4, -5.1, -2.4, -0.5, -3.9
#45 CC12CN3CN(C1)CC(C)(C3)C2=NO
  0, -1.4, -3.0, 3, 1.5, -5, -4, 0.5, 1.9, 2.0, -1.2
#46 CN1C(=O)NC(=O)C(C)(C2=CCCCC2)C1=O (configuration not stated)
  -1, -0.6, 4.7, 2, 2.3, 0, -1, 3.9*, 2.5, 22*, -0.1
